Assay outcomes deposited in PubChem by National Center for Advancing Translational Sciences (NCATS).
Tau fil binding – binds recombinant human tau filaments; P10636; recombinant tau filaments, thioflavin S fluorescence, 15 h; filaments grown with octadecylsulfate alongside compound; Potency, µM (top dose mostly 57.1 µM), inactives show at the highest dose activity change, negative = inhibition; 71,000 tested, 2% active;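 also: potency is read from the fitted curve at half-maximal effect; % is scaled to controls: 0 for no effect and ±100 for the full control effect; actives lower thioflavin S fluorescence by blocking filaments or displacing dye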
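Read-out: ThS fluorescence, 450 nm excitation/510 nm emission; lower signal marks blocked filament formation or displaced dye. Tau at 1 uM with 30 uM ODS, 10 uM ThS, 5 mM DTT, 100 mM NaCl, 10 mM HEPES pH 7.4; 15 h, 37 C.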
Casp1 inh – caspase-1 (human) inhibition, allosteric or competitive. 75,000 tested, 0.03% active. Potency, µM (doses to about 57.5 µM), for inactives: at the highest dose activity change, negative = inhibition, usual class: inhibitors. Caspase-1 enzyme, Ac-WEHD-AFC fluorogenic rate;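 also: potency is read from the fitted curve at half-maximal effect; plate controls were vehicle for no effect and no substrate for full effect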
Target sequence (P29466 120-297 limits assumed): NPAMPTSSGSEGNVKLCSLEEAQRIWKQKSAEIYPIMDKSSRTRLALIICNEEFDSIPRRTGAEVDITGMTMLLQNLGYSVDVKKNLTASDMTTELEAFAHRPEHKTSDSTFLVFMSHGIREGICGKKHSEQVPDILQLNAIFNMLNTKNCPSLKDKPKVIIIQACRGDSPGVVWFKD
Target sequence (P29466 317-404 limits assumed): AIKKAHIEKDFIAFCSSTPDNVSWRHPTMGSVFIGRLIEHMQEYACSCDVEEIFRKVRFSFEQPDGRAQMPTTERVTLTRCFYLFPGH
USP2a inhib – inhibitors of human ubiquitin-specific protease USP2a | 60,000 tested, 0.1% active | AID 927 | Potency, µM (top dose mostly 38.3 µM), without a hit: at the highest dose activity change, negative = inhibition, hits mostly inhibitors | O75604 | USP2a enzymatic assay, qHTS inhibition;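 also: potency is read from the fitted curve at half-maximal effect; nearly all actives have a fitted effect of over 60% in size; plate controls were DMSO for no effect and NEM full inhibition control for full effect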
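Inhibition is measured in a cell-free coupled assay with 20 nM USP2 core, 20 nM Ub-PLA2 and 20 uM NBD C6-HPC, 2.5 h incubation. Activity normalized to NEM control.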
Rhodamine fluor – compound autofluorescence in rhodamine spectral region; Rhodamine-region fluorescence, 547/598 nm, Tris buffer; hits give high values; max dye-equivalent concentration, M; 59,000 tested, 0.05% active; AID 594; in the data active = max dye-equivalent concentration above about 11 nM; inconclusive = between about 1.1 nM and that limit
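Intrinsic compound fluorescence, ex 547 / em 598 nm, CCD imager. Tris 100 mM pH 8.0; 15 min RT. Output = rhodamine dye-equivalent concentration at each compound concentration.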
BRCT PPI green – inhibitors of human BRCA1 BRCT-phosphoprotein interaction (green fluorophore). 75,000 tested, 0.05% active. Potency, µM (top dose mostly 76.9 µM), inactives show at the top dose activity change, negative = inhibition, usual class: inhibitors. P38398. BRCA1 BRCT-phosphopeptide binding, green fluorescence polarization;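 also: potency is read from the fitted curve at half-maximal effect; plate controls were peptide without protein for full effect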
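Fluorescence polarization: His-tagged BRCT (~35 kDa BRCA1 C-terminus, 250 nM) bound to 100 nM fluorescein-labeled phosphorylated 10-aa BACH1 peptide, pH 7.3 phosphate buffer with DTT and Tween 20. Compounds incubated 12 min at room temperature; inhibition read as lowered polarization.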
Caspase-7 inhib – blocks human caspase-7 allosterically or competitively; P55210; recombinant caspase-7, Ac-DEVD-AFC fluorescence rate; Potency, µM (titrated, usually from 57.5 µM), for inactives: top-dose activity change, negative = inhibition, hits mostly inhibitors; 75,000 tested, 0.02% active; active = well fitted inhibition curve with a large enough effect in the main read-out, with a control signal flat, not every such curve was filed as active; inconclusive = small, poorly fitted or top-dose-only effect, or a change in a side signal; also: potency is read from the fitted curve at half-maximal effect; % of control where 0% means no effect
Target sequence (P55210 24-198 limits assumed): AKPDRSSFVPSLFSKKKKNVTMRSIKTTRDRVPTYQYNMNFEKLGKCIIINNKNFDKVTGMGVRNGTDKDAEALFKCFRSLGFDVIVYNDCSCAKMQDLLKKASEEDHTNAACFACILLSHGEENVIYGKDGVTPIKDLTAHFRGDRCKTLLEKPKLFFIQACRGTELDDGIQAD
Target sequence (P55210 207-303 limits assumed): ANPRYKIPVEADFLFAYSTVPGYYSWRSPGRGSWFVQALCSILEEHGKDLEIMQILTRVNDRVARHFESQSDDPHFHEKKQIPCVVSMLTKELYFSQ
BRCT inh red – BRCT-phosphoprotein interaction inhibition (red fluorophore). BRCT-phosphopeptide binding, red fluorescence polarization. Potency, µM (top dose mostly 76.9 µM), for inactives: at the highest dose activity change, negative = inhibition, most hits filed as inhibitors. 75,000 tested, 0.03% active. AID 892; also: % is scaled to controls: 0 for no effect and ±100 for the full control effect
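Fluorescence polarization: 100 nM His-tagged BRCA1 BRCT with 100 nM TAMRA-labelled phospho-BACH1 decapeptide, phosphate buffer pH 7.3 with 150 mM NaCl, DTT, 0.01% Tween 20; 12 min RT. Binding inhibition seen as FP decrease.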
15-hLO inh – inhibitors of human 15-lipoxygenase (ALOX15) | P16050 | purified 15hLO-1, xylenol orange hydroperoxide absorbance | Potency, µM (titrated, usually from 57.1 µM), without a hit: at the top dose activity change, negative = inhibition, usual class: inhibitors | 74,000 tested, 1.4% active | AID 887; also: potency is read from the fitted curve at half-maximal effect; % is scaled to controls: 0 for no effect and ±100 for the full control effect; nearly all actives have a fitted effect of over 55% in size
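Readout: Fe(III)-xylenol orange absorbance, 573-to-405 nm ratio as reaction progress. Enzyme 40 nM purified human 15hLO-1, substrate 50 uM arachidonic acid, 6 min RT after 15 min compound preincubation; Hepes pH 7.5 buffer with Triton X-100.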
DNA Pol III inh – DNA polymerase III holoenzyme inhibition; reconstituted DNA polymerase III holoenzyme replication, biochemical; Potency, µM (highest dose often 57.1 µM), without a hit: at the highest dose activity change, negative = inhibition; 71,000 tested, 0.25% active; AID 603; also: potency is read from the fitted curve at half-maximal effect; % is scaled to controls: 0 for no effect and ±100 for the full control effect
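Reconstituted *E. coli* holoenzyme (0.35 nM Pol III, 1 nM beta, 154 nM SSB, 2 nM primase) was preincubated with compound for 15 min at RT. Synthesis on 1.4 nM ssM13Gori ran 35 min, then was stopped with PicoGreen/EDTA and read as dsDNA fluorescence.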
HEK293 cAMP ctrl – raises cAMP in parental HEK293 cells, TSHR agonist counter-screen | 73,000 tested, 2.5% active | AID 938 | Potency, µM (top dose mostly 57.1 µM), for inactives: top-dose activation, usual class: activators | parental HEK293 CNG cAMP sensor, membrane potential fluorescence; also: potency is read from the fitted curve at half-maximal effect; % of control where 0% means no effect; nearly all actives have a fitted effect of over 55% in size
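Parental HEK 293 cells stably expressing a cAMP-gated CNG channel were loaded with membrane potential dye containing 100 uM RO 20-1724 for 60 min. Compound added for 30 min; depolarization read as fluorescence intensity at 590 nm.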
HADH2 inhib – HADH2 (human) dehydrogenase inhibition; Q99714; recombinant HADH2, NADH fluorescence, beta-hydroxybutyryl-CoA; Potency, µM (series often up to 57.1 µM), without a hit: at the highest dose activity change, negative = inhibition, usual class: inhibitors; 73,000 tested, 3.4% active; AID 886; also: potency is read from the fitted curve at half-maximal effect; % is scaled to controls: 0 for no effect and ±100 for the full control effect; nearly all actives have a fitted effect of over 60% in size; many of its hits are not listed in these tables
Target sequence (Q99714 whole entry, looked up, one chain of several): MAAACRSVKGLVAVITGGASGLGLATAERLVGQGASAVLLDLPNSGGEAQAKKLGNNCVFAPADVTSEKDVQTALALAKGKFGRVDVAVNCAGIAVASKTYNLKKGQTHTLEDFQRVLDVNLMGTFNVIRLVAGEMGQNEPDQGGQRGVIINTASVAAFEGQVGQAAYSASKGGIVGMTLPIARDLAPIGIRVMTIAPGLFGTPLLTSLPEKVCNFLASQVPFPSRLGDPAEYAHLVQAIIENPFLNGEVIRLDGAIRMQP
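His-tagged recombinant enzyme from E. coli, 20 nM, preincubated 15 min RT with compound; reaction started with 1 mM NAD+ and 90 uM beta-hydroxybutyryl-CoA in 100 mM Tris-HCl pH 9.0. NADH fluorescence (ex 360/em 450) read over 4 min; last-minus-first difference.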
Starred values were filed as active, the others as inactive; i = inactive; ? = inconclusive; . = not tested or not shown; & = joins results of further samples; [ ] = another dose, or the depositor's remark. Unless noted, calls follow the shape of the dose curve; as a rule, active = well fitted curve in the direction sought with a large enough effect; inconclusive = small, poorly fitted or top-dose-only effect, or another doubt; inactive = no such curve, though single readings can be large; an effect the other way counts as inactive or inconclusive. This is a subset, so the mix of outcomes need not match the whole.

SMILES	Tau fil binding	Casp1 inh	USP2a inhib	Rhodamine fluor	BRCT PPI green	Caspase-7 inhib	BRCT inh red	15-hLO inh	DNA Pol III inh	HEK293 cAMP ctrl	HADH2 inhib
Cc1nc2oc3ccccc3c(=O)c2c(=O)n1Cc1ccccc1	-7%	0%	7%	i	16%	1%	2.6%	2%	-1%	6%	6%
CC(C)C(OC(=O)c1ccco1)C(=O)NC1CCCCC1 (stereo not drawn)	8%	2%	-2%	i	-0.7%	0%	0.4%	9%	-6%	28%	10%
CSc1ccc(-c2nnn(Cc3ccc(C)cc3)n2)cc1	368%	-1%	-3%	.	-1.8%	-2%	-2.6%	-5%	7%	?	8%
CC(C)(C)C(=O)Cn1c[n+](N)cn1	-13%	-2%	.	i	0.2%	1%	0.6%	14%	-5%	?	0%
Cc1ccc2nc(SC(C)C(=O)N3CCCC3)[nH]c2c1 (stereo not drawn)	2%	-1%	9%	i	-2.2%	1%	-0.2%	-3%	-2%	7%	6%
COc1ccccc1N1CCN(Cc2ccsc2)CC1	.	-15%	.	.	-2.2%	1%	-0.1%	0%	.	-6%	1%
Cc1ccc2c(c1)c1c3n2CCN(C(=O)CN2CCN(C)CC2)C3CCC1 (stereo not drawn)	42%	-6%	32%[activator]	i	-3.5%	-3%	0.8%	-3%	-2%	-7%	-5%
CCn1c2ccccc2c2cc(C3N=C(N)Nc4nc5ccccc5n43)ccc21 (stereo not drawn)	7%	-7%	4%	i	-0.8%	-22%	-0.6%	8%	8%	-1%	-3%
O=C(CSc1nc(-c2ccc(F)cc2)cs1)N1CCN(C(=O)c2ccco2)CC1	9%	-3%	14%	i	0.8%	1%	-0.7%	-8%	3%	?	23%
Cc1nn(CC(=O)O)c2ccccc12	-2%	-1%	0%	i	-2.6%	-1%	-1.1%	11%	-14%	3%	-9%
COc1ccc(C(=O)Nc2cccc(C(C)=O)c2)cc1OC	-12%	2%	-3%	.	-0.3%	1%	-1.2%	5%	-4%	5%	1%
Cc1cc(N(C)C)c(C#N)c(=O)[nH]1	-4%	-2%	-3%	i	-2.1%	0%	0.6%	8%	2%	9%	4%
CCN(C1CCCCC1)S(=O)(=O)c1ccc(S(=O)(=O)NCCc2ccncc2)cc1	2%	-1%	74%[activator]	i	-1.5%	1%	-0.5%	8%	0%	17%	8%
CCN(CCNC(=O)Cn1cc2c(n1)CCCC2)c1ccccc1	-12%	1%	.	.	-1.3%	-4%	0.2%	2%	-6%	16%	0%
O=C(Nc1ccc2c(c1)OCCO2)c1ccc(Cl)c(S(=O)(=O)N2CCOCC2)c1	-10%	0%	18%	i	1.0%	2%	1.3%	1%	-2%	?	7%
CC(C)(C)n1nc2c(c1NC(=O)c1cccc(C(F)(F)F)c1)CS(=O)C2 (stereo not drawn)	-3%	-1%	-1%	i	-0.9%	2%	0.0%	-2%	1%	4%	-1%
c1ccc2c(c1)CCCc1cc(NCCN3CCOCC3)nnc1-2	-9%[25.6 µM]	-4%[25.7 µM]	?	i	-1.1%[34.4 µM]	-3%[25.7 µM]	-1.6%[34.4 µM]	8%[25.6 µM]	1%[25.6 µM]	6%[25.6 µM]	-2%[25.6 µM]
CCOc1ccccc1N1CCN(C(=O)Nc2ccc(F)c(Cl)c2)CC1	-14%	-3%	3%	i	-1.6%	0%	-0.4%	-8%	2%	-13%	-9%
Cc1nnc(SCCn2c(N(C)Cc3ccccc3)nc3c2c(=O)n(C)c(=O)n3C)s1	7%	-2%	-2%	i	-1.2%	-1%	-0.5%	3%	1%	10%	10%
O=c1nc(N2CCOCC2)ccn1Cc1ccc(Br)cc1	-9%	0%	-6%	i	-2.1%	0%	0.3%	-3%	-6%	4%	-3%
CCN(CC)CCCNC(=O)c1ccc(Cc2nc3ccccc3[nH]2)cc1	.	-1%	.	.	1.6%	-1%	1.3%	3%	.	-19%	-12%
Cc1cccc(-n2nc3c(c2NC(=O)c2ccc(Br)o2)CSC3)c1	72%	-1%	?	i	1.8%	-7%	0.9%	-11%	-4%	17%	?
CC(Sc1ccccc1)C(=O)Nc1cccc(N(C)S(C)(=O)=O)c1 (stereo not drawn)	15%	-1%	2%	i	-0.7%	1%	0.9%	-3%	-4%	5%	-4%
CN1CCc2nc(N)nc(-c3nc(N)nc4c3CN(C)CC4)c2C1	2%[11.4 µM]	0%[11.5 µM]	.	i	-1.0%[15.4 µM]	-2%[11.5 µM]	-1.9%[15.4 µM]	-13%[11.4 µM]	-4%[11.4 µM]	3%[11.4 µM]	3%[11.4 µM]
CCC(CC)C(=O)Nc1cccc(-c2nc3ccccc3o2)c1	89%	-7%	25%	i	-0.3%	-11%	-0.7%	2%	8%	27%	-10%
Nc1nc2c([nH]c(=O)n2C2OC(CO)C(O)C2O)c(=O)[nH]1 (stereo not drawn)	.	-1%	-17%	.	-2.1%	2%	-0.7%	0%	.	.	.
c1ccc(-c2nc3nonc3nc2-c2ccccc2)cc1	?	-7%	-10%	i	-2.7%	-8%	-0.6%	-8%	5%	-14%	-18%
Cc1ccc(C(=O)Nc2ccc3c(c2)OCO3)o1	20µM*	-2%	15%	.	-0.9%	-2%	0.0%	-8%	1%	-2%	-12%
COc1ccccc1OCC(=O)N(Cc1nc(-c2ccccc2)no1)C1CCCCC1	32%	-2%	-10%	i	2.2%	-8%	1.4%	-9%	-2%	?	-2%
COc1ccccc1C(=O)N1CCN(S(=O)(=O)c2ccccc2)CC1	-9%	0%	7%	.	-2.4%	1%	-1.3%	11%	0%	5%	-6%
COC(=O)c1sccc1NC(=O)c1ccc2c(c1)OCO2	i	-1%	.	.	-1.0%	-3%	0.8%	-7%	-3%	12%	-5%
O=C1CC(c2ccco2)CC(O)=C1C=NCCN1CCNCC1 (stereo not drawn)	3%	4%	-1%	.	2.2%	0%	1.6%	8%	0%	7%	-3%
O=S(=O)(O)C1CCNCC1	2%	1%&1%	-2%	i	-1.6%&-1.7%	2%&2%	1.1%&2.4%	-9%&-4%	-1%	-14%&12%	1%&-5%
CSc1ccccc1NC(=O)c1cnccn1	?	0%	12%	i	-2.3%	-1%	-3.1%	?	-5%	8%	-25%
COc1nc(-c2ccc(Cl)cc2)ccc1-c1noc(-c2ccncc2)n1	-21%	-5%	4%	i	-4.6%	-5%	0.5%	-7%	-4%	7%	-17%
COCCNc1nc(-c2ccccc2CN(C)C)nc2ccccc12	7%	-1%	-1%	i	2.5%	2%	-0.9%	3%	-4%	?	3%
O=C(O)c1cc(S(=O)(=O)NCc2ccco2)c(Cl)cc1Cl	9%	-7%	-5%	.	-0.4%	-4%	-0.7%	-9%	-11%	?	?
O=C(c1ccco1)N1CCC2(CC1)CCN(c1ccncc1)CC2	-19%	-2%	8%	i	-3.3%	-1%	0.4%	5%	-4%	6%	11%
Cc1ccc2cccc(SCC(=O)N3CCOCC3)c2n1	22%	-2%	10%	.	0.6%	0%	-0.6%	4%	2%	?	-9%
O=C(NC1CCCC1)C1CCC(=O)N1C1CCCC1 (stereo not drawn)	-18%	0%	?	i	-1.8%	1%	-0.5%	1%	-8%	6%	-4%
O=C1CC(Cc2ccccc2)C(=O)N1c1ccc(Cl)cn1 (stereo not drawn)	-25%	0%	.	i	0.0%	0%	0.3%	2%	1%	5%	0%
COc1ccc(CCNC(=O)C2CCCN(Cc3nc(-c4ccccc4C)oc3C)C2)cc1OC (stereo not drawn)	67%	2%	30%	i	-1.6%	0%	-0.4%	-10%	-6%	11%	-2%
CN(C)Cc1ccccc1-c1cc(-n2ccnc2)ncn1	-3%	2%	-21%	i	-2.8%	0%	-0.4%	13µM*	-1%	2%	?
C=C(C)Cn1c(CCNC(=O)CC)nc2ccccc21	-3%	2%	-2%	i	-2.0%	0%	-0.7%	-1%	-6%	4%	4%
